Screening results deposited in PubChem by several laboratories.
CF NFkB inh: inhibitors of PAF-induced NF-kB signaling, primary screen, cell-based, GFP fluorescence, uHTS; hit rate 0.86% among 360,000; AID 588850, 2011; inhibition, % at 5 µM; KKLEB NF-kB-GFP reporter, GFP fluorescence overnight;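 active = at least 50% inhibition at 5 µM, scaled per plate between neutral and stimulator controls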;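 note: PAF is a Pseudomonas aeruginosa culture filtrate used as stimulus; plate controls were PAF-stimulated DMSO wells for no effect and unstimulated DMSO wells for full effect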
Shn3 3UTR inh: reduction of Shn3 3'UTR firefly luciferase signal, primary screen, Schnurri-3 inhibitor project, cell-based, Clone20 osteoblasts, set 2 | AID 588674, 2011 | hit rate 0.52% among 360,000 | Clone20 osteoblast Shn3 3'UTR firefly luciferase, 24 h | inhibition, % at 12.5 µM;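 active = mean inhibition of at least 75% with every replicate also reaching 75%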;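 note: 0% = median of neutral control wells and 100% = pilot-screen positive control compound; some compounds past the cut are filed as inactive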
Vif inh: HIV Vif self-association inhibitors, primary screen, imaging, HEK293T, single point | hit rate 0.35% among 340,000 | HEK293T cells, Vif self-association by quenched fluorescence, 24 h | inhibition, % at 7.49 µM; in the data active = inhibition above about 50%, passing the limit was not always enough; note: some results filed as inactive read as strong as hits
CaV13 FRET inh: Disruptors of the CACNA1D IQ motif to Ca2+-dependent inactivation inhibitor domain association, primary screening, Förster resonance energy transfer in intact living … | hit rate 0.098% among 340,000 | HEK cells, CFP/YFP FRET ICDI-IQ, plate reader, 10 min; percent FRET-ratio fall versus neutral wells | inhibition, % at 12.3 µM;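 active = mean replicate inhibition of at least 30% and at least 1% of replicates passing that level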;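 note: 0% = median of the neutral control wells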
NR2E3 ag-1: inhibitors of NR2E3-RetCOR corepressor binding, primary screen, NR2E3 agonist project, biochemical, TR-FRET, GST-NR2E3, biotin-RetCOR; Photoreceptor-specific nuclear receptor (Homo sapiens), Q9Y5X4; 1536-well; inhibition of corepressor binding, % at 4.78 µM; hit rate 0.12% among 320,000; AID 2300, 2010;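 active = percent inhibition above the cutoff of mean plus 3 SD of all tested compounds, set per screening campaign, cut at about 20% in these data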;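 note: 0% = DMSO wells and 100% = biotin wells as full block of FRET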
Target sequence (Q9Y5X4 whole entry, looked up): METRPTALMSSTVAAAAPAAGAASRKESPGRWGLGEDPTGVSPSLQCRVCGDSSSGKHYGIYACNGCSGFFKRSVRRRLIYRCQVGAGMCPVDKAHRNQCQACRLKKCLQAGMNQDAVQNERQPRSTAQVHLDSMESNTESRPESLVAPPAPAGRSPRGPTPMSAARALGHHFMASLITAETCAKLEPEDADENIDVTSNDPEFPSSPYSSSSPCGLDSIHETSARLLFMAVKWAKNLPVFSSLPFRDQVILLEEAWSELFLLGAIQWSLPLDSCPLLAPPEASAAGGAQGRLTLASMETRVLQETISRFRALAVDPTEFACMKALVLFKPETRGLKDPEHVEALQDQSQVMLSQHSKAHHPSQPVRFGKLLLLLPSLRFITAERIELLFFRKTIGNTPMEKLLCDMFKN
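System: GST-tagged NR2E3 plus biotinylated RetCOR corepressor; Buffer or medium: pH 7.5 Tris-based buffer; Probe or stimulus: RetCOR corepressor, biotinylated, 7 nM; Doses: compound at 4.8 µM, single dose; Schedule: 5 h incubation at 4 °C; Technique: time-resolved FRET; Evaluation: percent inhibition of TR-FRET ratio; Replication: one well per compound, singlicate testing.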
HIF-2a inh: HIF-2a reporter inhibitors, primary screen, luminescence, 786-0 RCC cells; 786-0 RCC cells HIF-2a reporter, luciferase luminescence, overnight; inhibition, % at 18.8 µM; hit rate 0.72% among 360,000;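 active = inhibition of the luminescence signal of 40% or more relative to plate controls, in a single-dose primary screen at 18.75 µM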
PDI inh: inhibitors of human PDI, primary screen, biochemical, turbidity, single point, plate reader; hit rate 0.052% among 350,000; inhibition, % at 10 µM; Protein disulfide-isomerase (Homo sapiens), P07237; PDI insulin aggregation turbidity, A650, 90 min;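 active = mean inhibition across replicates of 30% or more, whatever share of single replicates reach that level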;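 note: absorbance from insulin aggregation driven by PDI reduction with DTT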
Target sequence (P07237 whole entry, looked up): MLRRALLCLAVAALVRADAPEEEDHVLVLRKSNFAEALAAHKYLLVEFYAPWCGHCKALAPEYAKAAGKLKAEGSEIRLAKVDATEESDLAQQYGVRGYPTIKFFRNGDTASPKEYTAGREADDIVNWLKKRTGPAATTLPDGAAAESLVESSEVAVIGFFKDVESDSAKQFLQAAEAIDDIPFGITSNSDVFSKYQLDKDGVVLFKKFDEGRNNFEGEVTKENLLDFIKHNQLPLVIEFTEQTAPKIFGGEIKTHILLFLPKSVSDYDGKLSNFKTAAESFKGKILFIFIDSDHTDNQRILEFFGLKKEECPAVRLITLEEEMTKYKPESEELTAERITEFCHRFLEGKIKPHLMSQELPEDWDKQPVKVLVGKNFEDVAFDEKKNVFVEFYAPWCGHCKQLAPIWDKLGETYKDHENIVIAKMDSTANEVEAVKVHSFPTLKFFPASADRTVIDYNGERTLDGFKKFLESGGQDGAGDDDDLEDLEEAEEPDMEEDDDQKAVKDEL
MITF TRPM1 inh: inhibitors of MITF-dependent TRPM1 promoter reporter, primary screen, cell-based, SK-MEL-5, single point, luciferase. AID 488899, 2010. inhibition, % at 12.5 µM. hit rate 0.83% among 330,000. SK-MEL-5 TRPM1 promoter luciferase, 24 h;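 active = mean inhibition across replicates of 60% or more, whatever share of single replicates reaches that level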; note: values of inactives mirror those of a sister screen read the other way
Peg3 prom inh: Peg3 promoter-driven luciferase inhibitors, primary screen, cell-based, HeLa, luciferase luminescence. HeLa PEG-Prom luciferase reporter, overnight. inhibition, % at 20 µM. hit rate 1.7% among 360,000;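 active = inhibition of at least 50% at 20 µM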
KKLEB tox: cytotoxicity in KKLEB CF airway cells, primary screen, cytotoxicity control for CF NF-kB inhibitor project, cell-based, uHTS, fluorescence assay plates; activity change (cytotoxicity), % at 5 µM; AID 602141, 2011; KKLEB CF airway cells viability, ATPlite luminescence, overnight; stronger effect = lower value; cells stimulated with P. aeruginosa culture filtrate; hit rate 0.36% among 360,000;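 active = corrected activity change at or below -50% at 5 µM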
NR2E3 ag-2: NR2E3 agonists in two-hybrid cells, primary screen, cell-based, luminescence, CHO-S, Gal4-NCOR/VP16-NR2E3; luciferase; AID 602229, 2012; Photoreceptor-specific nuclear receptor (Homo sapiens), Q9Y5X4; hit rate 0.35% among 360,000; inhibition of corepressor binding, % at 3.98 µM;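 active = inhibition above the mean of all tested compounds plus 3 SD, cut at about 70% in these data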;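 note: 0% = DMSO with NR2E3 transfected cells and 100% = cells lacking NR2E3 construct; higher means lower luciferase signal from less NR2E3 corepressor binding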
Starred values were filed as active, the others as inactive; x = no result given.

SMILES	CF NFkB inh	Shn3 3UTR inh	Vif inh	CaV13 FRET inh	NR2E3 ag-1	HIF-2a inh	PDI inh	MITF TRPM1 inh	Peg3 prom inh	KKLEB tox	NR2E3 ag-2
C[C@H](CO)N1C[C@H](C)[C@@H](CN(C)S(C)(=O)=O)Oc2ccc(NC(=O)NC3CCCCC3)cc2C1=O	6	-35	-2	-10	x	10	15	1	9	-16	1
COc1cccc(C(O)c2ncc(-c3ccccc3Cl)[nH]2)c1 (configuration not stated)	11	-22	x	-7	x	-94	-1	x	-40	9	-55
Fc1cccc(Cc2c(-c3ccco3)nc3c(Cl)cc(C(F)(F)F)cn23)c1	28	-1	x	-9	x	-5	x	x	-10	-7	26
CCOC(=O)N1CCC(Nc2c(OCC)c(=O)c2=O)CC1	14	-4	x	-4	-2	11	-6	x	1	-13	-28
COC(=O)c1cc(Cl)c(NS(=O)(=O)c2ccccc2)cc1OC	8	-5	7	x	1	-2	-4	10	-2	9	0
CC(C)(C)CC(=O)Nc1ccc(Nc2ccccc2)cc1	2	-9	3	-4	-1	-178	-5	-55	-176	-8	-75
O=C(Cc1ccc(S(=O)(=O)N2CCOCC2)s1)N1CCN(S(=O)(=O)c2cccc(Cl)c2)CC1	14	12	-8	-6	0	19	-2	5	18	7	2
CC1CCc2nc(NC(=O)c3ccco3)sc2C1 (configuration not stated)	-18	49	-3	-2	0	43*	12	32	18	-31	-46
C[C@@H]1CN([C@H](C)CO)C(=O)c2c(c3ccccc3n2C)-c2ccccc2CO[C@@H]1CN(C)S(=O)(=O)c1cccs1	-16	-4	6	-4	x	-3	29	x	26	-4	14
Cc1cc(C)cc(-n2ccnc2SCC(=O)Nc2nccs2)c1	7	9	-4	x	3	11	12	0	13	-4	2
O=C1Cc2ccccc2C(=O)N1OCc1ccc(Cl)cc1	-14	1	11	-3	1	-12	-4	8	7	3	3
CC(NC(=O)C12CC3(C)CC(C)(CC(C)(C3)C1)C2)C(=O)O (configuration not stated)	-5	-3	-3	-5	-2	24	-1	3	11	0	15
O=C(c1ccccc1)N1CCN(C(=O)c2ccc3c(c2)OCCO3)CC1	-9	10	0	-6	1	12	8	8	10	-6	12
O=S(=O)(Cc1noc(-c2ccc(OC(F)(F)F)cc2)n1)c1ccc(F)cc1	-2	11	21	-11	-5	-108	-1	x	-81	9	-34
CCc1nc2ccc(C(=O)NCCN3CCNC3=O)cn2c1N(C)Cc1ccc(OC)cc1	2	-6	15	-6	x	8	2	x	10	-3	-13
CCOC(=O)c1c(C)[nH]c(C(=O)OCC(=O)N(C)c2c(N)n(Cc3ccccc3)c(=O)[nH]c2=O)c1C	14	12	12	-6	2	-1	-2	12	13	10	-5
CCOC(=O)c1[nH]c(C)c(C(=O)Nc2ccc(C)cc2C)c1C	19	10	8	x	0	-21	x	23	-17	-21	-55
CCOC(=O)C1=C(COC(=O)c2ccc(C)c(S(=O)(=O)N3CCOCC3)c2)NC(=O)NC1C (configuration not stated)	11	3	x	-4	x	17	-2	-6	9	-3	-5
CC/C=C/C(=O)N1CC2(CC(c3cccc(NC(=O)CC)c3)=NO2)C[C@H]1C(N)=O (some centres not stated)	7	-17	-1	-12	4	10	1	7	-7	-10	11
COc1ccc(NC(=O)c2cc3sccc3n2Cc2ccc(F)cc2)cc1OC	-13	-31	x	-5	2	-214	1	-54	-164	8	-30
CCOc1ccc(C(=O)N2CCCC2)cc1OC	1	-18	-6	x	-3	9	-3	14	14	4	-10
CCC1=C(OC(=O)N(CC)CC)N2C(=O)OC(=NCCc3c[nH]c4ccccc34)[C@]2(Cc2ccccc2)[C@H]2C1=CC[C@H]1C(=O)N(c3ccccc3)C(=O)[C@H]12	33	20	x	-6	3	4	-2	-5	-7	-8	-1
CN(CC(=O)Nc1ccc2c(c1)OCCO2)S(=O)(=O)c1ccc(F)cc1	-13	-1	-2	-7	-5	-101	5	-44	-116	-2	-32
CC(C)(C#CCN1CCCCC1)OCCOC(c1ccccc1)c1ccccc1	22	33	x	-3	-2	18	8	7	7	-11	17
CCOc1cc(C2CC(=O)N3CN(C4CCCCC4)CSC3=C2C#N)ccc1O (configuration not stated)	1	-18	-9	-6	2	-1	x	x	-16	5	13
Next records
SMILES	CF NFkB inh	Shn3 3UTR inh	Vif inh	CaV13 FRET inh	NR2E3 ag-1	HIF-2a inh	PDI inh	MITF TRPM1 inh	Peg3 prom inh	KKLEB tox	NR2E3 ag-2
COc1ccc(CNC(=O)CCCNS(=O)(=O)c2cccc3nonc23)cc1	6	4	2	-4	-1	0	-1	6	11	-4	-29
CCOC(=O)Cc1csc(NS(=O)(=O)c2ccc3c4c(cccc24)C(=O)N3CC)n1	-44	-8	-2	-5	3	-3	-1	-4	16	8	-28
CC1(C)CC(NC(=O)c2c(N)no[n+]2[O-])CC(C)(C)N1	7	7	6	-5	0	16	3	-7	16	10	-25
O=C(N1CCN(c2ccccc2F)CC1)C1(S(=O)(=O)c2ccc(Cl)cc2)CC1	5	-5	-4	-3	0	12	1	5	7	-10	2
Nc1nnnn1/N=C/C(Br)=C/c1ccccc1	91*	97*	9	-3	3	83*	-9	85*	114*	-94*	65
Cc1noc(C)c1C(=O)OCC(=O)NC1CC1	3	11	48	-4	2	11	-5	4	5	-1	-17
CCS(=O)(=O)N1CCC(c2nc(-c3ccc(C)cc3)no2)CC1	-9	-39	x	-9	1	-193	-5	-43	-141	22	-37
CCC1=[N+](C)c2cccc3cccc(c23)N1C	-13	-2	4	-7	0	4	-3	3	6	-2	6
O=C(c1ccc2oc(CCCc3ccccc3)nc2c1)N1CCCC(CCCO)C1 (configuration not stated)	-6	5	-15	-8	1	-82	9	-3	-21	12	-15
Cc1ccc(-c2cc(C(=O)NCCN3CCOCC3)no2)cc1	-4	16	x	x	-4	-59	-1	-6	-119	0	-30
Cc1cc(C(F)F)n2ncc(C(=O)NCCc3ccccc3Cl)c2n1	1	5	-7	-4	2	5	-2	-14	-7	-12	-8
COc1ccc(OC)c(S(=O)(=O)Nc2cc3c4c(c2)CC(=O)N4CCC3)c1	-1	4	-1	-16	-1	15	15	9	1	-6	-16
O=C(Cc1ccccc1)NCC(=O)N1CCN(c2ccccc2F)CC1	-11	-17	-2	-7	3	0	-11	1	-9	2	6
COCCn1c(=O)[nH]c2cc(C(=O)N3CCN(c4ccc(OC)cc4)CC3)ccc2c1=O	-27	5	-13	-7	-3	10	15	0	3	0	-17
Cn1c(=O)c2c(ncn2CC(=O)OCC(=O)NNC(=O)c2ccc(Cl)cc2)n(C)c1=O	14	-10	-3	-5	0	3	19	2	-6	2	-11
CCOc1ccc(S(=O)(=O)N(C)c2ccc(OCC(=O)N3c4ccc(C)cc4C4CN(C)CCC43)cc2)cc1 (configuration not stated)	10	7	-3	-3	1	8	4	-8	1	3	16
O=C1CC(N2CCN(c3ccc(S(=O)(=O)N4CCOCC4)cc3)CC2)C(=O)N1Cc1ccccc1 (configuration not stated)	14	-1	-8	-2	5	7	15	-4	5	8	-1
Cc1ccc(NC(=S)Nc2ccccn2)cc1C	2	-120	-10	-1	-4	-255	-1	-45	-246	-1	-97
O=c1cc(N2CCc3ccccc3C2)[nH]c(=O)n1-c1ccc(Cl)cc1	14	-6	x	-7	2	-6	-6	1	-1	2	-18

An excerpt of these results, as labelled records:
canonical_smiles: O=C(N1CCN(c2ccccc2F)CC1)C1(S(=O)(=O)c2ccc(Cl)cc2)CC1
  CF NFkB inh = 5
  Shn3 3UTR inh = -5
  Vif inh = -4
  CaV13 FRET inh = -3
  NR2E3 ag-1 = 0
  HIF-2a inh = 12
  PDI inh = 1
  MITF TRPM1 inh = 5
  Peg3 prom inh = 7
  KKLEB tox = -10
  NR2E3 ag-2 = 2

canonical_smiles: Nc1nnnn1/N=C/C(Br)=C/c1ccccc1
  CF NFkB inh = 91*
  Shn3 3UTR inh = 97*
  Vif inh = 9
  CaV13 FRET inh = -3
  NR2E3 ag-1 = 3
  HIF-2a inh = 83*
  PDI inh = -9
  MITF TRPM1 inh = 85*
  Peg3 prom inh = 114*
  KKLEB tox = -94*
  NR2E3 ag-2 = 65

canonical_smiles: Cc1noc(C)c1C(=O)OCC(=O)NC1CC1
  CF NFkB inh = 3
  Shn3 3UTR inh = 11
  Vif inh = 48
  CaV13 FRET inh = -4
  NR2E3 ag-1 = 2
  HIF-2a inh = 11
  PDI inh = -5
  MITF TRPM1 inh = 4
  Peg3 prom inh = 5
  KKLEB tox = -1
  NR2E3 ag-2 = -17

canonical_smiles: CCS(=O)(=O)N1CCC(c2nc(-c3ccc(C)cc3)no2)CC1
  CF NFkB inh = -9
  Shn3 3UTR inh = -39
  Vif inh = x
  CaV13 FRET inh = -9
  NR2E3 ag-1 = 1
  HIF-2a inh = -193
  PDI inh = -5
  MITF TRPM1 inh = -43
  Peg3 prom inh = -141
  KKLEB tox = 22
  NR2E3 ag-2 = -37
